Screens (PubChem)
SIRT5 block – blocks human SIRT5 desuccinylation of peptide; Q9NXA8; Purified SirT5, succinyl-peptide AMC, trypsin-coupled fluorescence; inhibition, % at 15 µM; 330,000 tested, 1.1% active; in the data active = inhibition above about 15%
Cneo AK release – causes C. neoformans cell lysis; adenylate kinase release luminescence, 4 h; normalised: neutral wells 0, clomiphene wells 100; lysis activity, % at 15 µM; 360,000 tested, 0.2% active; AID 651654;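 active = mean lysis activity across replicates of at least 80%, whatever share of replicates individually reach that level; inactive = mean lysis activity below 80%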
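Material – log-phase Cryptococcus neoformans yeast cells · Input – 5 × 10^6 yeast cells/mL · Medium – fresh YPD growth medium · Doses – single compound concentration per well · Timing – static 4 h at 37 °C with compound, 1 h detection · Detection – adenylate kinase release luminescence · Read-out – signal increase indicating cell lysis · Control set – Clomiphene as positive lysis control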
XiGFP reactiv – X-chromosome reactivation activator. XiGFP mouse fibroblasts, % GFP-positive cells imaging, 3 d; cells co-treated with 5-aza-dC sensitizer; scaled so ellipticine positive control = 100%. 360,000 tested, 0.055% active. activation, % at 7.58 µM;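 active = mean normalized replicate activation at least 10% and every replicate at or above 10%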;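 note: 0% = median of on-plate neutral control wells and 100% = ellipticine 6 µM median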
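material = 68-5-11 XiGFP fibroblast line | medium = DMEM plus 5-aza-dC sensitizer | schedule = 3 days compound exposure | benchmarks = positive control ellipticine, 6 µM final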
Statin myotox sup – suppression of simvastatin myotoxicity; AID 602340; rescue of ATP level, % at 7.49 µM; 330,000 tested, 0.78% active; C2C12 myotubes + simvastatin, ATP luminescence, 48 h; scaled: DMSO 0, geranylgeraniol control 100;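 active = mean ATP rescue above about 67%, or every replicate alone reaching that limit, limit read from the data, passing the limit was not always enough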;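 note: myotubes were challenged with 10 µM simvastatin during compound exposure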
S100A4 MyoIIA – S100A4-myosin IIA interaction inhibition | S100A4/TAMRA-MyoIIA peptide fluorescence polarization | inhibition, % at 10.7 µM | 360,000 tested, 0.14% active | AID 652163;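 active = mean inhibition of at least 70% across replicates, with every replicate also reaching that level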
Target sequence (P26447 whole entry, looked up): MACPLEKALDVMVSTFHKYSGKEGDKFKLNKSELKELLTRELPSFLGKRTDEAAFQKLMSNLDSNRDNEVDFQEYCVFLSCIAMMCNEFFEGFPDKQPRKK
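Test system – S100A4 monomer (human) · Compound – single-point compound testing · Schedule – 5 min incubation before reading · Probe or stimulus – TAMRA-labelled myosin IIA heavy-chain peptide probe, 5 nM · Benchmarks – neutral control DMSO, positive control TFP · Medium – Calcium-containing HEPES buffer, pH 7.2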
LGR2 inh – blocks bursicon-induced cAMP signaling via Drosophila LGR2. HEK293 LGR2, CRE-luciferase, bursicon-stimulated, 4 h. inhibition, % at 9.99 µM. 380,000 tested, 0.35% active. AID 720647;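 active = drop in luminescence signal, shown as inhibition above about 50% in the replicate tests, limit read from the data, passing the limit was not always enough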;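 note: agonist challenge used bursicon conditioned medium at about half maximal strength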
PGC1a acetyl inh – modulators of PGC1a acetylation; 350,000 tested, 0.17% active; U2OS PGC1a acetylation, AlphaScreen anti-acetyl-lysine; with virally co-expressed GCN5 acetyltransferase; inhibition, % at 15.6 µM;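 active = every replicate shows inhibition of at least 40%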;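 note: 0% = neutral control wells and 100% = positive control wells; some results beyond the cut were filed as inactive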
ERAP1 HTS inh – inhibitors of human ERAP1 aminopeptidase | 340,000 tested, 0.15% active | Q9NZ08 | recombinant ERAP1, Leu-AMC fluorescence, 60 min | inhibition, % at 10.7 µM | AID 652197;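 active = mean replicate inhibition of at least 30%, or all replicates individually reaching that 30% level; inactive = mean below 30% and not every replicate reaching it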;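 note: 0% = neutral control wells and 100% = L-leucinethiol positive control wells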
Target sequence (Q9NZ08 whole entry, looked up): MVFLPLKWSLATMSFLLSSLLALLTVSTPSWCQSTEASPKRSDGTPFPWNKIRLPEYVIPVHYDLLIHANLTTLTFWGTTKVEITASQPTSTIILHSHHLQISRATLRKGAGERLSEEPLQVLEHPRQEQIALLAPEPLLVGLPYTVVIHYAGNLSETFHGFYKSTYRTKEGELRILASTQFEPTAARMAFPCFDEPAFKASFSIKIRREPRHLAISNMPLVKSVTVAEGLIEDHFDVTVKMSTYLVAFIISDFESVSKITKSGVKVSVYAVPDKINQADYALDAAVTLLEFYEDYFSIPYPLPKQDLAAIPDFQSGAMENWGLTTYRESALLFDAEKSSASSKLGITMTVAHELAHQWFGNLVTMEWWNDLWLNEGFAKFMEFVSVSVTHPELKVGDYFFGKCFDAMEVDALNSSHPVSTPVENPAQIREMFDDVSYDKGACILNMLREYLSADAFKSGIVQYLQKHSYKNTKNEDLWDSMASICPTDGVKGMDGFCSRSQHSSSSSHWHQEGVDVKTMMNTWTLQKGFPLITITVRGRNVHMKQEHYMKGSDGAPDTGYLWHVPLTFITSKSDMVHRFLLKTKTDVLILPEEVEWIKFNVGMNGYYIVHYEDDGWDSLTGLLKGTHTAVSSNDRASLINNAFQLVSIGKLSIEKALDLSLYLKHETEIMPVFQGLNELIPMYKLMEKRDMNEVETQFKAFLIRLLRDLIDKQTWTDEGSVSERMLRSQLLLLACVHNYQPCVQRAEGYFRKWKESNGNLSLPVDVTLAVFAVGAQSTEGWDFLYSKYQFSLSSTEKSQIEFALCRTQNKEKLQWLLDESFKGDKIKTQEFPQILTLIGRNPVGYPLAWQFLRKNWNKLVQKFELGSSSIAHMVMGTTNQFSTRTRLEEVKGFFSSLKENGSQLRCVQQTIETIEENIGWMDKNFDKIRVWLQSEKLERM
An asterisk follows results filed as active.

`CC(C)Cn1c(SCC(=O)NC2CC2)nc2ccccc21` gave Cneo AK release 2, XiGFP reactiv -0.1, Statin myotox sup 28, S100A4 MyoIIA 0, LGR2 inh 18, PGC1a acetyl inh -6 and ERAP1 HTS inh 0.
For COc1ccc(-c2cc(C(=O)N3CCOCC3)no2)cc1 the results were SIRT5 block -3, Cneo AK release -3, XiGFP reactiv 0.0, Statin myotox sup -6, S100A4 MyoIIA 7, LGR2 inh 53* and ERAP1 HTS inh -1.
Screening COc1cccc(NC(=O)C2CCC(CNS(=O)(=O)c3ccc4c(c3)CC(C)N4C(C)=O)CC2)c1 (centres undefined) returned SIRT5 block -1, Cneo AK release 1, XiGFP reactiv 0.0, Statin myotox sup 4, S100A4 MyoIIA 1, LGR2 inh 21, PGC1a acetyl inh -29 and ERAP1 HTS inh -2.
For CCc1cc(C=C(Cl)Cl)oc(=O)c1C the results were SIRT5 block -2, Cneo AK release 2, Statin myotox sup -7, S100A4 MyoIIA 4, LGR2 inh 1, PGC1a acetyl inh -1 and ERAP1 HTS inh -6.
Screening COCC(=O)N1CC[C@H]2[C@@H]1c1cc(-c3cccc(OC)c3)ccc1N(C)[C@H]2CO returned SIRT5 block 1, Cneo AK release 7, XiGFP reactiv 0.1, Statin myotox sup 15, S100A4 MyoIIA -5, LGR2 inh -13, PGC1a acetyl inh -9 and ERAP1 HTS inh -2.
CN(CC1CCCN(CCc2ccc(Cl)cc2)C1)C(=O)c1ccco1 (centres undefined) was read as SIRT5 block -8, Cneo AK release -1, XiGFP reactiv 0.2, S100A4 MyoIIA -24, LGR2 inh -13, PGC1a acetyl inh -7 and ERAP1 HTS inh 3.
`CCOC(=O)C1(Cc2ccccc2C)CCCN(C(=O)c2ccc(COC)o2)C1` (centres undefined) gave SIRT5 block 0, Cneo AK release -2, XiGFP reactiv 0.2, Statin myotox sup 7, S100A4 MyoIIA -13, LGR2 inh -40 and ERAP1 HTS inh -3.
O=C(c1cc(COc2cccc3cnccc23)on1)N1CCC(c2ccccc2Cl)C1 (centres undefined) was read as SIRT5 block -3, Cneo AK release -1, XiGFP reactiv 0.1, Statin myotox sup 6, S100A4 MyoIIA -7, LGR2 inh -13 and ERAP1 HTS inh 2.
Screening C[C@@H](NC(=O)C[C@@H]1C[C@@H]2c3cc(NC(=O)Nc4ccccc4F)ccc3O[C@@H]2[C@H](CO)O1)c1ccccc1 returned SIRT5 block 2, Cneo AK release -4, XiGFP reactiv 0.0, Statin myotox sup 2, S100A4 MyoIIA -6, LGR2 inh -17, PGC1a acetyl inh 4 and ERAP1 HTS inh 0.
`O=C(O)C(Cc1ccccc1)N1C(=O)c2cccc3cccc(c23)C1=O` (centres undefined) gave SIRT5 block -1, XiGFP reactiv 0.0, S100A4 MyoIIA -26, LGR2 inh 10, PGC1a acetyl inh 0 and ERAP1 HTS inh -1.
`CO[C@H]1CN(C)C(=O)c2cc(NS(=O)(=O)c3c(C)noc3C)ccc2OC[C@@H](C)NC[C@H]1C` gave SIRT5 block -1, Cneo AK release -3, XiGFP reactiv 0.1, Statin myotox sup -8, S100A4 MyoIIA -7, LGR2 inh -1, PGC1a acetyl inh -5 and ERAP1 HTS inh 3.
`CC(=O)C1(C)CCC2C3C=C(C)C4=CC(=O)CCC4(C)C3CCC21C` (centres undefined) gave XiGFP reactiv -0.1, S100A4 MyoIIA 1, LGR2 inh 21 and ERAP1 HTS inh 1.
For O=C(Nc1ccon1)Nc1cc(Cl)ccc1Cl the results were SIRT5 block -2, Cneo AK release -4, XiGFP reactiv 0.0, S100A4 MyoIIA 4, LGR2 inh -3, PGC1a acetyl inh -6 and ERAP1 HTS inh -2.
`O=C1CC(NS(=O)(=O)c2ccccc2F)CN1c1ccc2c(c1)OCCO2` (centres undefined) gave SIRT5 block -2, Cneo AK release 1, XiGFP reactiv 0.3, S100A4 MyoIIA -4, LGR2 inh 2 and ERAP1 HTS inh 4.
`COc1ccc2c3c([nH]c2c1)[C@@H](CO)N(CC1CC1)CC31CCN(C(=O)NC2CCCC2)CC1` gave XiGFP reactiv 0.1, S100A4 MyoIIA -7, LGR2 inh 3, PGC1a acetyl inh 12 and ERAP1 HTS inh -6.

Among those listed so far, these contain fluorine.
Screening C[C@@H](NC(=O)C[C@@H]1C[C@@H]2c3cc(NC(=O)Nc4ccccc4F)ccc3O[C@@H]2[C@H](CO)O1)c1ccccc1 returned SIRT5 block 2, Cneo AK release -4, XiGFP reactiv 0.0, Statin myotox sup 2, S100A4 MyoIIA -6, LGR2 inh -17, PGC1a acetyl inh 4 and ERAP1 HTS inh 0.
`O=C1CC(NS(=O)(=O)c2ccccc2F)CN1c1ccc2c(c1)OCCO2` (centres undefined) gave SIRT5 block -2, Cneo AK release 1, XiGFP reactiv 0.3, S100A4 MyoIIA -4, LGR2 inh 2 and ERAP1 HTS inh 4.

Additional results.
For Cc1ccc(NC(=O)c2ccc(NCCCN3CCC(C)CC3)c([N+](=O)[O-])c2)cc1F the results were SIRT5 block 0, XiGFP reactiv 1.1, S100A4 MyoIIA 3, LGR2 inh -14, PGC1a acetyl inh -2 and ERAP1 HTS inh 2.
`C/C=C/c1ccc2c(c1)O[C@H](CN(C)Cc1ccccc1)[C@@H](C)CN([C@@H](C)CO)S2(=O)=O` gave SIRT5 block 18*, Cneo AK release 11, XiGFP reactiv -0.9, Statin myotox sup -21, S100A4 MyoIIA -24, LGR2 inh -16, PGC1a acetyl inh 1 and ERAP1 HTS inh 2.
Screening Cc1ccccc1CNS(=O)(=O)c1csc(C(N)=O)c1 returned SIRT5 block 0, Cneo AK release 0, XiGFP reactiv 0.1, Statin myotox sup -2, S100A4 MyoIIA -3, LGR2 inh 8, PGC1a acetyl inh 6 and ERAP1 HTS inh 1.
Brc1ccc2[nH]c3c(c2c1)CCC3 was read as SIRT5 block 0, Cneo AK release 3, XiGFP reactiv 0.0, Statin myotox sup -4, S100A4 MyoIIA -1, PGC1a acetyl inh -19 and ERAP1 HTS inh 1.
`O=C(C[C@H]1CC[C@H]2[C@@H](COC[C@H](O)CN2Cc2ccc3c(c2)OCO3)O1)N1CCOCC1` gave SIRT5 block -1, Cneo AK release -4, XiGFP reactiv 0.2, Statin myotox sup -18, S100A4 MyoIIA 27, LGR2 inh 3, PGC1a acetyl inh 0 and ERAP1 HTS inh 0.
`O=C(CN(Cc1ccc(Cl)cc1)C(=O)c1csnn1)NCc1ccccc1` gave SIRT5 block -3, Cneo AK release 1, XiGFP reactiv 0.0, Statin myotox sup 0, S100A4 MyoIIA -25, LGR2 inh -15 and ERAP1 HTS inh -4.
`CN(C)S(=O)(=O)c1ccc(SCC(=O)Nc2cccc(S(=O)(=O)N3CCCC3)c2)nc1` gave SIRT5 block -5, Cneo AK release 2, XiGFP reactiv -0.1, Statin myotox sup -10, S100A4 MyoIIA -5, LGR2 inh 0, PGC1a acetyl inh 14 and ERAP1 HTS inh 2.
Screening Cc1ccc(NC(=O)CSc2nnc(N)s2)cc1S(=O)(=O)N1CCCCC1 returned SIRT5 block 2, Cneo AK release 8, XiGFP reactiv 0.0, Statin myotox sup -9, S100A4 MyoIIA 1, LGR2 inh 2 and ERAP1 HTS inh -1.
`COc1cccc(NC(=O)CN(C)C(=O)c2cc(C3CC3)nn2-c2ccccc2)c1` gave SIRT5 block -4, Cneo AK release 0, XiGFP reactiv -0.1, Statin myotox sup 1, S100A4 MyoIIA -3, LGR2 inh 6 and ERAP1 HTS inh -5.
Screening O=C(COC(=O)C1CCN(c2ccc(C(F)(F)F)cn2)CC1)Nc1ccc(F)cc1[N+](=O)[O-] returned SIRT5 block -6, XiGFP reactiv 0.0, S100A4 MyoIIA -2, LGR2 inh 8, PGC1a acetyl inh 3 and ERAP1 HTS inh -4.
Screening CCCOc1ccc(C(=O)Nc2cc(S(=O)(=O)N3CCOCC3)ccc2N2CCN(CC)CC2)cc1OC returned SIRT5 block -1, Cneo AK release 0, XiGFP reactiv 0.2, Statin myotox sup -1, S100A4 MyoIIA -3, LGR2 inh -7, PGC1a acetyl inh -18 and ERAP1 HTS inh 3.
CCc1c(Cc2ccccc2)ncn1CCc1ccccc1OC was read as XiGFP reactiv 0.0, S100A4 MyoIIA 0, LGR2 inh 1 and ERAP1 HTS inh 0.
For Cc1ccc(OC(=O)c2sc(Cl)nc2C)cc1C the results were SIRT5 block 0, XiGFP reactiv -0.1, S100A4 MyoIIA -3, LGR2 inh -16 and ERAP1 HTS inh 3.
For O=C(Nc1ccc(S(=O)(=O)Nc2nccs2)cc1)c1ccncc1 the results were SIRT5 block 2, XiGFP reactiv 0.0, S100A4 MyoIIA 4, LGR2 inh 2 and ERAP1 HTS inh 0.
For O=C(N[C@H]1CC[C@H](CC(=O)N2CCOCC2)O[C@H]1CO)c1ccc2c(c1)OCO2 the results were SIRT5 block 0, Cneo AK release -1, XiGFP reactiv 0.1, Statin myotox sup 2, S100A4 MyoIIA 3, LGR2 inh 2, PGC1a acetyl inh -4 and ERAP1 HTS inh 1.
For C[C@@H]1CN([C@@H](C)CO)C(=O)c2cc(NS(C)(=O)=O)ccc2O[C@H]1CN(C)Cc1ccc(C(=O)Nc2ccccc2N)cc1 the results were Cneo AK release 13, XiGFP reactiv -0.1, S100A4 MyoIIA 5, LGR2 inh 0, PGC1a acetyl inh 0 and ERAP1 HTS inh -2.
`Cc1c(C(c2ccc(C(=O)O)cc2)c2c(C)n(C)n(-c3ccccc3)c2=O)c(=O)n(-c2ccccc2)n1C` gave SIRT5 block -5, Cneo AK release 3, XiGFP reactiv 0.1, Statin myotox sup 7, S100A4 MyoIIA -4, LGR2 inh 17, PGC1a acetyl inh 5 and ERAP1 HTS inh 2.
For C[C@@H]1CCCCO[C@H](CN(C)Cc2ccccc2)[C@H](C)CN([C@@H](C)CO)C(=O)c2cc(NS(=O)(=O)c3cn(C)cn3)ccc2O1 the results were SIRT5 block 3, Cneo AK release 12, XiGFP reactiv 0.1, S100A4 MyoIIA 6, LGR2 inh 3, PGC1a acetyl inh 9 and ERAP1 HTS inh 8.
For C/C=C/c1ccc2c(c1)[C@H]1[C@H](CCN1S(=O)(=O)c1ccc(C)cc1)[C@H](CO)N2 the results were SIRT5 block 6, Cneo AK release -9, XiGFP reactiv 0.3, Statin myotox sup -20, S100A4 MyoIIA -8, LGR2 inh -8, PGC1a acetyl inh -8 and ERAP1 HTS inh 1.
COc1cc2c(cc1OC)CN(C(=O)CSc1nc(N)c(C#N)cc1C#N)CC2 was read as SIRT5 block -3, Statin myotox sup -21, S100A4 MyoIIA -3, LGR2 inh 8, PGC1a acetyl inh 13 and ERAP1 HTS inh 3.
`CCOC(=O)c1ccccc1Cc1nc2ccccc2c(=O)[nH]1` gave Cneo AK release -1, XiGFP reactiv -0.1, S100A4 MyoIIA -1, LGR2 inh -4, PGC1a acetyl inh 2 and ERAP1 HTS inh -4.
Screening COc1cccc(NS(=O)(=O)c2cc3c(cc2C)NC(=O)CO3)c1 returned SIRT5 block -2, Cneo AK release 3, XiGFP reactiv 0.0, Statin myotox sup -8, S100A4 MyoIIA 3, LGR2 inh 5 and ERAP1 HTS inh 6.
COc1ccc(CNc2ccc3c(c2)CCC3)cc1Br was read as Cneo AK release 0, XiGFP reactiv 0.4, Statin myotox sup -2, S100A4 MyoIIA -3, PGC1a acetyl inh -3 and ERAP1 HTS inh 2.
Screening Cc1cc(C)cc(NC(=O)C(=O)NCC2CCCO2)c1 (centres undefined) returned SIRT5 block -2, XiGFP reactiv 0.0, S100A4 MyoIIA -10, LGR2 inh -4 and ERAP1 HTS inh -2.

These rows are one share of the data; count on the stated rates, not on these rows.
